Source: PubChem BioAssay (several laboratories)
KCNK9 inh – blocks the human KCNK9 two-pore domain potassium channel | Q9NPC2 | HEK293 KCNK9, FluxOR thallium flux fluorescence; hits give low values | B-score at 10 µM | actives 1.2% (n = 310,000) | AID 488922;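 active = ratio B-score over 3 SD below the library mean, with starting fluorescence within 5 SD of its mean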;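 note: negative B-score means less thallium flux so channel inhibition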
Target sequence (Q9NPC2 whole entry, looked up, the tested form may be a part): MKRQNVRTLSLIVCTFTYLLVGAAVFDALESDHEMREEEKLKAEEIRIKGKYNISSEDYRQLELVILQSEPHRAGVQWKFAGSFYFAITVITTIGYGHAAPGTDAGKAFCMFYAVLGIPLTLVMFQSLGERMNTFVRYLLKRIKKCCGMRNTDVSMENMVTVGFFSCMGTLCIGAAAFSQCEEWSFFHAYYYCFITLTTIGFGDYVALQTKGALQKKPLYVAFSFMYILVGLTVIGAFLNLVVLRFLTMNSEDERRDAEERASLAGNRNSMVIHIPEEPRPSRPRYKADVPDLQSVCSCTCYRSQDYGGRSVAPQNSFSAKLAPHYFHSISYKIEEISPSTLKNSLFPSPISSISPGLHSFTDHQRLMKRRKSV
hERG rescue – shields human hERG channel from block by proarrhythmic agents. Q12809. activation (rescue from dofetilide block), less the hit threshold, % at 10 µM. CHO-hERG, FluxOR thallium flux, dofetilide IC70 present. AID 1511. actives 0.51% (n = 310,000);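 active = activation above the mean of controls blocked by dofetilide plus 5 SD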;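 note: thallium influx through hERG after potassium depolarization seen as dye fluorescence rise; in these data hits start at about 4.7%; inactives centre near -7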
GSK3beta inhib – inhibitors of human GSK3beta kinase. actives 0.038% (n = 300,000). GST-GSK3beta kinase, ADP-Glo luminescence, 60 min; hits give low values. activity score (negative = inhibition), % at 10 µM. P49841;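 active = more than half of replicate wells score below -50%, meaning over 50% inhibition versus plate controls; inconclusive = some replicates but at most half score below -50%; inactive = no replicate scores below -50%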;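 note: 0% = median DMSO wells and -100% = median GW8510 positive control wells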
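Assay system: GST-tagged human GSK3beta kinase, cell-free; Input: 1.6 ng GSK3beta; Medium: Tris/MgCl2 kinase buffer; Timing: 60 min enzyme reaction, room temperature; Signal: ADP-Glo luminescence quantifying ADP generated by kinase; Evaluation: score relative to plate controls; Benchmarks: DMSO neutral wells and GW8510 at 20 µM as positive.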
Dyrk1A ADPGlo – inhibitors of rat Dyrk1A kinase; actives 0.43% (n = 310,000); Q63470; ADP-Glo luminescence, NFATc1 peptide; AID 504441; inhibition, % at 12.5 µM; in the data active = inhibition above about 50%;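 note: plate controls were vehicle with enzyme for no effect and no enzyme for full effect; many of its hits are not listed in these tables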
PolyA inh – inhibitors of polyadenylation in S. cerevisiae | S. cerevisiae SKY197-pL101 polyadenylation reporter, beta-gal luminescence; efflux-impaired pdr1/pdr3 knockout yeast; score 100 = 6 SD above DMSO | calls only at 12 µM | actives 0.02% (n = 300,000);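 active = lowest replicate activity score at least 50, where 100 means six control SD above control mean; inconclusive = lowest score under 50 but half or more replicates reach 50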;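 note: yeast exposed to compound for 9 h at 30 °C; higher score means more reporter readthrough which indicates perturbed polyadenylation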
KCNK3 block – human KCNK3 channel inhibition, primary screen; O14649; CHO-KCNK3 thallium flux, FluxOR fluorescence; hits give low values; B-score at 10 µM; actives 0.84% (n = 340,000);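 active = B-score under library mean minus 4 SD, starting fluorescence ratio at most library mean plus 5 SD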;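 note: more negative B-score means stronger inhibition of thallium flux through KCNK3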
Target sequence (O14649 whole entry, looked up): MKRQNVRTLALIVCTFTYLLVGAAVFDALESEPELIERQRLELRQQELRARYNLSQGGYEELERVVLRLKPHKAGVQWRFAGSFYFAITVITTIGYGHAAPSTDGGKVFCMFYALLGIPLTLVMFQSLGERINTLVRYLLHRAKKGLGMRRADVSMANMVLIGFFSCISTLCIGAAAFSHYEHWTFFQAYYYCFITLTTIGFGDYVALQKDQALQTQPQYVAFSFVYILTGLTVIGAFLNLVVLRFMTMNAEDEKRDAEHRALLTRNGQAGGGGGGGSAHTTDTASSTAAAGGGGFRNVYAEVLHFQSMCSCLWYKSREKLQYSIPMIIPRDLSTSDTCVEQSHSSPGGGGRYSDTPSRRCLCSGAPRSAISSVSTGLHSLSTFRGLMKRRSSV
HDAC3 inh – human HDAC3 inhibition; inhibition, % at 8.3 µM; recombinant HDAC3, fluorogenic peptide/trypsin coupled, fluorescence; actives 0.15% (n = 320,000); AID 2718; in the data active = inhibition above about 26%, passing the limit was not always enough; inconclusive = no clear call, values can overlap the other calls
KCNQ1 act – human KCNQ1 channel potentiation or activation; P51787; CHO-K1 KCNQ1, thallium flux FluxOR fluorescence; hits give high values; B-score at 10 µM; actives 0.35% (n = 310,000);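 active = fluorescence ratio B-score, a plate-corrected score, at least three library SD, with initial intensity B-score within 5 SD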
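Test system: CHO-K1 cells stably expressing KCNQ1 / Medium: assay buffer / Also added: depolarizing K+/Tl+ stimulus, K2SO4 and Tl2SO4 each 12.5 mM in 5x stock / Incubation: 90 min dye loading and 20 min compound exposure, both at room temperature / Signal: thallium influx via FluxOR fluorescence, kinetic imaging / Evaluation: B score of baseline-normalized fluorescence ratio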
GSK3 alpha inh – human GSK-3 alpha kinase inhibition | actives 0.1% (n = 320,000) | inhibition, % at 10 µM | AID 2650 | P49840 | ADP-Glo luminescence, 60 min;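 in the data active = inhibition above about 50%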;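 note: GST-tagged GSK-3 alpha with peptide substrate and 25 µM ATP; 0% = DMSO neutral wells and 100% = GW8510 positive control wells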
KCNQ1 inh – blocks the human KCNQ1 potassium channel; actives 1.3% (n = 310,000); P51787; CHO-K1 KCNQ1, FluxOR thallium flux fluorescence; hits give high values; B-score at 10 µM;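 active = compounds whose thallium flux B-score, printed positive for inhibition, exceeds three library SD while starting fluorescence stays within three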;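 note: channel opened by potassium depolarization with thallium stimulus after 20 min compound exposure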
RGS4 act – potentiators or activators of RGS4; HEK293 M3R/inducible RGS4, carbachol calcium flux Fluo4; hits give low values; B-score at 10 µM; actives 0.92% (n = 310,000); AID 463111;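 active = B-score of the integrated calcium signal more than 4 SD below the library mean, with starting fluorescence not abnormally high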;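 note: negative B-score means reduced calcium response which marks RGS4 activation or potentiation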
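Assay system: HEK293 FlpIn-TREx cells, stable M3R, doxycycline-inducible RGS4 / Probe or stimulus: carbachol, ECmax concentration / Times: overnight RGS4 induction, 30 min dye load 37 °C, 20 min compound RT / Signal: kinetic calcium fluorescence imaging with Fluo4-AM dye, 2 µM / Measure: Agonist-evoked peak-minus-minimum fluorescence over baseline, integrated ratio, B score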
* marks the source's active call; other numbers are inactive results; i = inactive; ? = inconclusive; · = no result given. These rows are one share of the data; count on the stated rates, not on these rows.

SMILES	KCNK9 inh	hERG rescue	GSK3beta inhib	Dyrk1A ADPGlo	PolyA inh	KCNK3 block	HDAC3 inh	KCNQ1 act	GSK3 alpha inh	KCNQ1 inh	RGS4 act
CCOc1ccc(/C=C/C2=Cc3c(sc(NC(=O)CSc4n[nH]c(N)n4)c3C#N)C(C)(C)C2)cc1	i	-16	-2	-2	i	-8.8*	11	i	2	i	i
CC(C)C(NC=C1C(=O)OC(C)(C)OC1=O)C(=O)O (centres undefined)	i	-7	-6	3	i	i	-7	i	2	i	i
COc1ccc(CSCC(=O)Nc2ccccc2)cc1[N+](=O)[O-]	i	-7	1	1	i	i	1	i	-1	i	i
CCCNC(C)C(=O)Nc1ccccc1C (centres undefined)	i	-8	-3	0	i	i	-9	i	1	i	i
Cc1ccc(CNc2ccc(N3CCOCC3)cc2)s1	i	-13	-1	-1	i	i	3	i	-2	i	i
CCCOc1ccc(N2C(=O)CC(NCc3ccc(S(N)(=O)=O)cc3)C2=O)cc1 (centres undefined)	i	-6	-7	-3	i	i	1	i	-1	i	i
Cc1nc(CCNC(=O)CC2C(=O)NCCN2CC(C)(C)C)nc2c1CCC2 (centres undefined)	i	-4	2	-2	i	i	-3	i	-3	i	i
CC(C)(C)C(=O)N1CCN(C(c2ccccc2)c2ccccc2)CC1	i	0	-1	-1	i	i	2	i	-2	i	i
Cn1c(-c2cc3ccc(OC(=O)C(C)(C)C)cc3oc2=O)nc2ccccc21	i	-10	-1	3	i	i	3	i	8	i	i
CS(=O)(=O)N(Cc1ccccc1)c1ccccc1C(=O)N1CCN(c2ccccc2)CC1	i	-9	3	5	i	i	4	i	-1	i	i
NC(=NCCc1ccccc1)NS(=O)(=O)c1ccccc1F	i	-2	4	5	i	i	-7	i	1	i	i
CCCCc1ccc(Nc2ncccc2C#N)cc1	i	-5	1	3	i	i	6	i	-2	i	i
Cc1ccsc1/C=N/n1c(-c2ccccc2)n[nH]c1=S	i	-4	5	2	i	i	3	i	-1	i	i
Nc1nonc1C(=O)NCCNCc1ccccc1OCc1ccccc1F	i	-3	-2	4	i	i	0	i	0	i	i
NNC(=O)CN1C(c2ccc(Br)cc2)=Nc2ccc(Br)cc2C1c1ccccc1 (centres undefined)	i	-10	1	-7	i	i	0	i	0	i	i

Among those listed so far, two have a cyano group.
SMILES	KCNK9 inh	hERG rescue	GSK3beta inhib	Dyrk1A ADPGlo	PolyA inh	KCNK3 block	HDAC3 inh	KCNQ1 act	GSK3 alpha inh	KCNQ1 inh	RGS4 act
CCOc1ccc(/C=C/C2=Cc3c(sc(NC(=O)CSc4n[nH]c(N)n4)c3C#N)C(C)(C)C2)cc1	i	-16	-2	-2	i	-8.8*	11	i	2	i	i
CCCCc1ccc(Nc2ncccc2C#N)cc1	i	-5	1	3	i	i	6	i	-2	i	i

(further entries)
SMILES	KCNK9 inh	hERG rescue	GSK3beta inhib	Dyrk1A ADPGlo	PolyA inh	KCNK3 block	HDAC3 inh	KCNQ1 act	GSK3 alpha inh	KCNQ1 inh	RGS4 act
CCS(=O)(=O)C1=NSC2=NC(=O)/C(=C\c3ccc(OC(=O)c4ccco4)c(OC)c3)C(=N)N21	i	-25	8	·	i	i	?	i	-1	i	i
COc1ccc(OC)c(NC(=O)c2cccc(NC(=O)c3ccccc3C(=O)O)c2)c1	i	-8	2	-4	i	i	1	i	-2	i	i
CCCCCOC(=O)c1[nH]c2c(c1C)C(=O)CC(c1ccco1)C2 (centres undefined)	i	-6	2	-1	i	i	2	i	·	i	i
O=C1CN(C(=O)c2cccs2)c2ccccc2N1	i	-14	-6	50	i	i	·	i	6	i	i
COc1ccc(Nc2cc(NCCCO)c([N+](=O)[O-])c3nonc23)cc1	i	-2	0	5	i	i	1	i	11	i	i
Cc1noc(C)c1COC(=O)[C@@H](NC(=O)c1ccccc1)C(C)C	i	-7	5	·	i	i	-1	i	0	i	i
CCc1ccc2nc(N(CCN(C)C)C(=O)/C=C/c3cccs3)sc2c1	i	-12	3	-2	i	i	15	i	-2	i	i
CCCCn1c(-c2ccc(F)c(F)c2)nc2cc3[nH]c(=O)c(C(C)C)nc3cc21	i	-13	2	6	i	i	2	i	-2	i	i
O=C(CSc1nnc(Cc2ccccc2)n1-c1cccc(Cl)c1)N1CCOCC1	i	-6	4	2	i	i	-6	i	0	i	i
Cc1cc(C(=O)NC2CC(C)(C)Cc3c2cnn3-c2cccc(F)c2)nn1C (centres undefined)	i	-9	-1	-8	i	i	-7	i	0	i	i
CC1=CCC2C(=O)N(c3nc4ccccc4n3C)C(=O)C2C1 (centres undefined)	i	-14	4	2	i	i	2	i	3	i	i
O=C(Nc1ccc(Oc2cccc(C(F)(F)F)c2)nc1)c1ccco1	i	-5	-2	-5	i	i	-4	i	-3	i	i
Cc1nn2c3ccccc3nc2c2ccccc12	i	-11	1	13	i	i	-2	i	1	i	i
CC(c1ccccc1)N1CCC(CNC(=S)Nc2cccc(Cl)c2)C1 (centres undefined)	i	-14	1	5	i	i	2	i	1	i	i
CC1CCCN(C(=O)COC(=O)c2ccc3[nH]c4c(c3c2)CCCC4)C1 (centres undefined)	i	-10	-1	-13	i	i	-5	i	-1	i	i
Cc1c(C#N)c(N=CN(C)C)c(C(=O)c2ccc(Br)cc2)n1-c1ccc(Cl)cc1	i	-10	·	4	i	i	2	i	2	i	i
CC(=O)NCCc1nc2ccccc2n1CCc1ccccc1	i	-13	2	-2	i	i	·	i	·	i	i
O=c1[nH]c(Nc2ccccn2)cc2ccccc12	i	-9	3	0	i	i	-55	i	-7	i	i
O=C1c2ccccc2C(=O)N1CCCc1nc(-c2cccnc2)no1	i	-16	3	4	i	i	-1	i	3	i	i
COc1cc2c(cc1OC)CN(C(=O)CCc1c[nH]c3ccccc13)[C@H](C(=O)O)C2	i	-4	1	3	i	i	-6	i	-2	i	i
O=C(C(O)c1ccccc1)N1N=C(c2ccccc2)CC1(O)C(F)(F)F (centres undefined)	i	-10	3	9	i	i	0	i	-1	i	i
CC(=O)N1N=C(c2ccc(NS(C)(=O)=O)cc2)CC1c1ccc2nccnc2c1 (centres undefined)	i	-10	2	-8	i	i	10	i	-1	i	i
O=C(CCCc1ccccc1)Nc1ccccc1[N+](=O)[O-]	i	-6	2	-4	i	i	5	i	3	i	i
COc1cccc(C(=O)C2CCCN(Cc3cn[nH]c3C3CCCCC3)C2)c1 (centres undefined)	i	-7	1	6	i	i	-10	i	-1	i	i
C[C@@]12CC(=O)NC1N(C(=O)c1cccc(C(F)(F)F)c1)C(c1ccccc1OC(=O)c1cccc(C(F)(F)F)c1)C2 (some centres undefined)	i	-1	-1	-1	i	i	42*	i	0	i	i
O=C(Cc1ccc([N+](=O)[O-])cc1)Nc1nccs1	-20*	1	1	8	i	i	5	i	0	i	i
CC1(C)N=C(N)N=C(N)N1c1ccccc1	i	-5	-3	-1	i	i	-11	i	-2	i	i
CCOc1c(Cl)cc(CNc2ccc(N3CCCC3)cc2)cc1OC	i	-10	3	0	i	i	·	i	·	i	i
Cc1ccc(NC(=S)N/N=C/c2ccc(Cl)c([N+](=O)[O-])c2)cc1	i	-7	3	-5	i	i	4	i	-2	i	i
Cc1cc([N+](=O)[O-])ccc1NC(=O)c1sc2ncn(CC(=O)N3CCOCC3)c(=O)c2c1C	i	-7	2	·	i	i	4	i	0	i	i
CCC(c1nnnn1C1CCCC1)N1CCN(c2ccccc2)CC1 (centres undefined)	i	-8	3	6	i	i	2	i	1	i	i
CCOC(=O)c1c(NC(=O)CSc2c[nH]c3ccccc23)sc2c1CCC2	i	-12	3	1	i	i	14	i	-1	i	-7.1*
COc1cccc(C(C(=O)NC2CCCC2)N(C(=O)c2ccco2)c2cccc(C(C)=O)c2)c1OC (centres undefined)	i	-7	-4	12	i	i	0	i	0	i	i
CCCCCNC(=O)c1ccc(NS(=O)(=O)c2ccc3[nH]c(=O)[nH]c3c2)cc1	i	-9	-2	1	i	i	1	i	-1	i	i
O=C(CCn1ccnc1)Nc1nc2ccccc2[nH]1	i	-5	0	·	i	i	1	i	3	i	i
CCOC(=O)C1(CCOC)CCN(Cc2cc3ccccc3s2)CC1	i	-6	2	10	i	i	-1	i	-2	i	i
Cn1cc(CNCc2cn[nH]c2-c2ccc(F)cc2)c(-c2ccc3c(c2)OCCO3)n1	i	-8	2	-4	·	i	-1	i	-2	i	i
CC(C)Cc1ccc(C(=O)NCCOc2ccccc2)o1	i	-8	1	3	i	i	-2	i	-1	i	i
O=C(CNC(=O)c1ccco1)OCC(=O)c1ccccc1	i	-5	-1	2	i	i	5	i	-2	i	i
Cc1ccc(/C=C2\SC(=S)N(CCCC(=O)Nc3cccc(C(=O)O)c3)C2=O)cc1	i	-8	1	2	i	i	1	i	-4	i	i
COc1ccc(NC(=O)CSc2nc3ccccc3c(=O)n2Cc2cccs2)c(OC)c1	i	-4	1	·	i	·	·	i	·	i	i
COc1cccc(-n2ccn(CC(=O)NCCc3ccccc3)c(=O)c2=O)c1	i	-5	-1	-1	i	i	-4	i	1	i	i
Cc1nn(CC(O)Cn2c3c(c4ccccc42)CCN(C)C3=O)c(C)c1Br (centres undefined)	i	-5	-3	-5	i	i	3	i	1	i	i
CCOCCCNC(=O)C1CCC(CNS(=O)(=O)c2ccc(OC)cc2)CC1 (centres undefined)	i	-13	0	6	i	i	-11	i	1	i	i
COCCn1c(SCC(=O)NCc2ccc(OC)c(OC)c2)nc2ccccc21	i	-14	3	-3	i	i	-1	i	2	i	i
CCc1ccccc1NC(=O)C/C(C)=N/NC(=O)COc1ccccc1C	i	-11	-2	-2	i	i	0	i	1	i	i
CCN(CC)C(=O)CSc1nnc(C2CCCCC2)o1	i	-7	-1	-3	i	i	3	i	-2	i	i
CC1CCCCN1C(=O)C(=O)c1cn(CC(=O)N2CCCC2)c2ccccc12 (centres undefined)	i	-11	-3	-1	i	i	5	i	-5	i	i
Cc1c(C(=O)N2CCCCCC2)c(S(=O)(=O)Nc2ccccc2F)c(C)n1C	i	-6	18	2	i	i	-11	i	-2	i	i
